Screening data from PubChem BioAssay.
AmpC det inh – AmpC beta-lactamase inhibition, detergent assay; hit rate 0.09% among 71,000; AID 584; purified AmpC, nitrocefin hydrolysis with detergent; Potency, µM (top dose mostly 28.7 µM), without a hit: at the top dose activity change, negative = inhibition; active means well fitted curve in the direction sought with a large enough effect
Target sequence (P00811 whole entry, looked up): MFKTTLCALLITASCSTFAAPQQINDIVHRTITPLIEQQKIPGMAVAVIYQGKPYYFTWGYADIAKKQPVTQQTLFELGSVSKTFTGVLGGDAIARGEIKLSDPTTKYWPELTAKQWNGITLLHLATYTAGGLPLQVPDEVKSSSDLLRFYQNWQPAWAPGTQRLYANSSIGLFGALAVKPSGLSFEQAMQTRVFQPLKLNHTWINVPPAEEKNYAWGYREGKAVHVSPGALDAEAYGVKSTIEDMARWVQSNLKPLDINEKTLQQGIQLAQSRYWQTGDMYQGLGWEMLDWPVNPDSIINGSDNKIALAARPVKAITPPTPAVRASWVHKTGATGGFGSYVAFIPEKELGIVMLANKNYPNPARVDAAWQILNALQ
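E. coli AmpC (5.3 nM) in 20 mM phosphate pH 7.0 with 0.01% Triton X-100, preincubated 15 min RT with compound; nitrocefin (2 uL of 800 uM stock) hydrolysis followed by 480 nm absorbance every 20 s over 4 min.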
The depositor's hits bear a star; [ ] = dose if it differs, or a comment. On the % scale 0 is the no-effect control and ±100 the full control effect; potency means the concentration at half of the fitted maximal effect.

molecule	AmpC det inh
Cc1ccc(S(=O)(=O)Nc2ccc3oc(=O)sc3c2)c(C)c1	1%
O=C(O)C1CCCCC1C(=O)Nc1cccc(C(=O)N2CCCCC2)c1 (centres undefined)	-4%
COc1ccc(NC(=O)c2cc(-c3cccs3)on2)cc1OC	-3%
c1ccc2c(-n3cnnn3)cccc2c1	0%
COc1ccc(CC(=O)NCc2nnc(SCCOc3ccccc3)n2C)cc1	-4%
CCn1c(COc2ccc3c(c2)OCO3)nnc1SCC(=O)c1ccccc1	-4%
CCS(=O)(=O)n1nc(-c2ccc(Cl)cc2)nc1N	10%
Cn1c(=O)c2cc(S(=O)(=O)Nc3cccc(F)c3)ccc2n(C)c1=O	-3%

Six records picked at random from those above, as already listed:
molecule	AmpC det inh
c1ccc2c(-n3cnnn3)cccc2c1	0%
Cc1ccc(S(=O)(=O)Nc2ccc3oc(=O)sc3c2)c(C)c1	1%
COc1ccc(CC(=O)NCc2nnc(SCCOc3ccccc3)n2C)cc1	-4%
CCn1c(COc2ccc3c(c2)OCO3)nnc1SCC(=O)c1ccccc1	-4%
CCS(=O)(=O)n1nc(-c2ccc(Cl)cc2)nc1N	10%
O=C(O)C1CCCCC1C(=O)Nc1cccc(C(=O)N2CCCCC2)c1 (centres undefined)	-4%

Next structures
molecule	AmpC det inh
O=C(NCc1ccco1)C1CCN(c2nnc(-n3cccc3)s2)CC1	4%
CCCC(=O)Nc1ccc2nc(SCC(=O)Nc3nccs3)sc2c1	-5%
CC(NC(=O)c1cccc(N2CCCC2=O)c1)c1ccc2c(c1)OCCO2 (centres undefined)	-1%
O=C(COn1nnc2ccc(Cl)cc21)NCc1ccccc1	1%
COCCn1c(=O)c(-c2cccc(Cl)c2)nc2cncnc21	-1%
CNC(=O)N(O)C1N(C)C(=O)N(Cc2ccccc2)C1(C)C (centres undefined)	-3%
Cc1ccc(C(=O)N2CCN(C(=O)CN3CCCC3)C2)cc1	0%
Cc1ccc(C)c(N2CCN(CCCNC(=O)Cn3cc4c(n3)CCC(C)C4)CC2)c1 (centres undefined)	8%
O=c1[nH]nc2c3ccccc3cnn12	-4%
CCCCN(C)CCCNC(=O)CCn1nc(-c2ccccc2)ccc1=O	-2%
O=C(NCC1CCCO1)C1CCN(S(=O)(=O)N2CCCC2)CC1 (centres undefined)	2%
COc1ccc(OC)c(C(c2nnnn2C2CCCC2)N2CCN(c3ccccc3F)CC2)c1 (centres undefined)	-11%
CCn1c(NCc2ccco2)nc2c1c(=O)n(C)c(=O)n2C	-2%
CC(C)(C)C(=O)N=C1SC2CS(=O)(=O)CC2N1c1ccc2c(c1)OCO2 (centres undefined)	-1%
Cc1nnc(SCC(=O)N2CCc3ccccc32)n1-c1ccccc1	-3%
NCCP(=O)(O)O	-6%[5.75 µM]
COCCCN1C(=O)c2ccccc2C1C(=O)NC1CCCCCC1 (centres undefined)	-3%
C=CCOc1ccc(/C(O)=C2\C(=O)C(=O)N(CCCOC)C2c2ccncc2)cc1 (centres undefined)	12%
C(=NC12CN3CN(CN(C3)C1)C2)c1cccnc1	-4%
CCOC(=O)c1c(-c2ccc(C)o2)csc1NC(=O)COC(=O)c1cccs1	5%
Cn1c(Cc2csc(N)n2)nnc1SCC(=O)NCc1ccccc1	-1%
CCC1CCc2sc(C(=O)O)cc2C1 (centres undefined)	-9%
CCOC(=O)Cc1csc(SCC(=O)Nc2sc3c(c2C(N)=O)CCC3)n1	-2%
Cc1csc2nc(CSc3nncn3-c3ccccc3)c(Br)n12	11%
O=C(O)CCCCNS(=O)(=O)c1ccc(Cl)c(C(F)(F)F)c1	-4%
CSCCC(N=CC1=C(O)CC(C)(C)CC1=O)C(=O)O (centres undefined)	-1%
Nn1c(CSc2ccccn2)nc2ccccc2c1=O	0%
Nc1cc(Cl)c([N+](=O)[O-])cc1O	12%
CC(=O)c1ccc(NC(=O)C2CCCN2S(=O)(=O)c2ccc(F)cc2)cc1 (centres undefined)	8%
COc1ccc(N2C(=O)c3ccc(NC(C)=O)cc3C2=O)cc1	1%
COc1ccc(-n2nc3cc(C)c(NC(=O)c4cccnc4)cc3n2)cc1	-2%
COc1ccc(-n2c(Cc3cc(=O)[nH]c(=O)[nH]3)nnc2SCC(=O)N2CCC(C)CC2)cc1	14%
O=C(OCC(=O)c1cccs1)c1ccc(NC(=O)c2ccco2)cc1	9%
O=C(NCc1ccc2c(c1)OCO2)C1CC(=O)N(CCc2ccccc2)C1 (centres undefined)	12%
COc1ccc(OC)c(NC(=O)CS(=O)(=O)c2ccccc2)c1	-5%
CCCOc1cccc(C(=O)N(Cc2cccs2)C2CCS(=O)(=O)C2)c1 (centres undefined)	3%
CCOC(=O)N1CCC(NC(=O)c2cnn3ccccc23)CC1	12%
CCOC(=O)C1CCCN(C(=O)c2cn(C)c(=O)c3cc(OC)c(OC)cc23)C1 (centres undefined)	8%
Cc1cccc(Cc2c(C)nc3nc(SCC(=O)NCc4ccco4)nn3c2C)c1	15%
COc1ccc(Nc2nc(N)nc(CN3CCc4ccccc4C3)n2)cc1	11%
O=C1C(=O)c2ccccc2C(O)=C1C(CCc1ccccc1)C1=C(O)c2ccccc2C(=O)C1=O	-6%[5.75 µM]
Cc1nnc(SCC(=O)Nc2ncc(Cc3ccc(F)cc3)s2)n1N	-6%
CCOC(=O)c1c(C)oc2cc(Br)c(OC)cc12	9%
COc1ccc2c(OC)c3ccoc3nc2c1OC	-1%
COC(=O)C1=C(C)Nc2c(c(=O)n(C)c(=O)n2C)C1c1cccs1 (centres undefined)	-2%
O=C(Cn1nnc(-c2cc(Cl)ccc2-n2cnnn2)n1)N1CCCc2ccccc21	6%
CC1(C)CC(=O)C2=C(C1)N=C1SCCC(=O)N1C2c1ccccc1 (centres undefined)	-1%
Cc1cccc(NC(=O)C2CCN(c3nc(C)cc(C)n3)CC2)c1	4%
CC(=O)c1ccc(N2CCN(C(=O)c3cc(-c4ccc5c(c4)OCO5)nc4ccccc34)CC2)cc1	2%
c1ccc(OCC2CO2)cc1 (centres undefined)	9%
CCCCOC(=O)Cc1c(O)c2ccccc2[nH]c1=O	-2%
O=C(CSc1nc2c(c(=O)n1-c1ccccc1)SCC2)N1CCOCC1	9%
COC(=O)c1ccccc1NC(=O)c1cc(-c2cccc(OC)c2)on1	11%
CC(=O)c1cc2c(O)c(O)ccc2o1	-3%
Cc1cc(C)c(S(=O)(=O)Nc2ccc[nH]c2=O)c(C)c1	-4%
CN(C)S(=O)(=O)c1cccc(-c2cn3ccccc3n2)c1	6%

(further entries)
molecule	AmpC det inh
COc1ccc(-n2c(O)c(C(C)=NC3CC3)c(=O)[nH]c2=O)cc1	-3%
C=CCOC(=O)COCCC(C)C	8%
O=C(CC1(O)C(=O)Nc2ccccc21)c1cccnc1 (centres undefined)	-1%
COC(=O)c1ccc(COc2ccc3c4c(c(=O)oc3c2)CCC4)o1	-4%
Cc1cc2c(nn1)CCc1nonc1-2	-3%
Nc1c(C(=O)OCC2CCCO2)c2nc3ccccc3nc2n1C1CCCC1 (centres undefined)	-1%
O=C(CSc1nnc(-c2ccco2)o1)NC(=O)C1COc2ccccc2O1 (centres undefined)	-2%
CCC(Sc1nc2ccccc2c(=O)n1CCN1CCOCC1)C(=O)NCc1cccnc1 (centres undefined)	-6%
CCC(=O)N1C(C(=O)O)CSC1c1ccc(OC)cc1 (centres undefined)	12%
NC(=O)C1CCCNC1 (centres undefined)	-3%
C[N+]1(CCC(=O)c2ccco2)CC2CCC(CC2)C1 (centres undefined)	-2%[5.75 µM]
CCOC(=O)c1ccccc1NC(=O)CSc1nnnn1C1CCCCC1	3%
Cc1ccc(S(=O)(=O)C2(C(=O)N3CCN(C4CCCCC4)CC3)CC2)cc1	-2%
COc1ccc(C2SCCN2S(=O)(=O)c2ccccc2)cc1OC (centres undefined)	9%
CCn1c(C)c(C(C)=O)c(N2CCN(C(=O)c3ccco3)CC2)nc1=S	5%
COc1ccc(S(=O)(=O)Nc2ccccc2SC)cc1C	-7%
CCN1CCN(CCNC(=O)C2CCCN(Cc3nc(-c4cccc(Cl)c4)oc3C)C2)CC1 (centres undefined)	12%
COc1ccc(S(=O)(=O)Nc2ccc(C(F)(F)F)cc2)cc1OC	-9%
CCOC(=O)C(NC(C)=O)(N1CCc2ccccc2C1)C(F)(F)F (centres undefined)	11%
COC(=O)C1=C(C)NC(C)=C(C(=O)OC)C1c1ccccc1OCc1c(C)no[n+]1[O-]	8%
CN(C)Cc1ccccc1-c1cc(NCc2cccs2)ncn1	10%
C=C(Br)CN(C)CC(=C)Br	-2%[5.75 µM]
O=C1NC(=O)C2(Cc3ccccc3N3CCCC32)C(=O)N1c1ccccc1 (centres undefined)	-2%
O=C(Nc1ccc2c(c1)OCO2)c1cccc(F)c1	-7%
N#Cc1c(SCC(N)=O)nc(-c2ccccc2)c2c1CCCC2	13%
CCOc1ccc(N(CC(=O)OC)S(=O)(=O)c2ccc(OC)c(OC)c2)cc1	-1%
O=C(c1ccco1)N1CCC2(CCN(Cc3ccncc3)CC2)CC1	0%
COC(=O)[C@@]1(Cc2ccc(F)cc2)[C@H]2c3cc(C(=O)N4CCCC4)n(Cc4ccc(C(F)(F)F)nc4)c3C[C@H]2CN1C(=O)c1ccccc1	0%
O=C(NCCn1ccc2ccccc21)c1ccc(S(=O)(=O)N2CCOCC2)cc1	6%
O=C(c1cc(-c2ccccc2)nc2ccccc12)N1CCN(c2ccccn2)CC1	-5%
Cn1c(=O)c2c3c(sc2n2c(SCc4ccc5c(c4)OCO5)nnc12)COC(C)(C)C3	6%
COc1cc2c(C)nc3onc(-c4ccccc4)c3c2cc1OC	-4%
CC1CCc2nn(CC(=O)NCc3ccc4c(c3)OCO4)cc2C1 (centres undefined)	5%
COc1ccc(-n2c(C)cc(C(=O)CSc3nnc(-c4ccoc4C)n3C)c2C)cc1	-3%
O=C1C2CCCN2C(c2ccccc2)N1c1ccccn1 (centres undefined)	0%
Cc1cc2c(=O)n(Cc3ccco3)c(SCC(=O)c3ccc(Cl)s3)nc2s1	-2%
COc1cc(Br)cc2cc(C(=O)N3CCN(C(=O)c4ccco4)CC3)c(=O)oc12	-1%
O=C(c1csnn1)N1CCC2(CC1)CCN(c1ccncc1)CC2	-2%
Cc1cc(C)c(C#N)c(Nc2ccc3c(c2)OCCO3)n1	15%
O=C(C1CC1)N1CCc2cc(Br)cc(S(=O)(=O)N3CCCCCC3)c21	-3%
COc1ccc(-n2c(Cn3c(=O)sc4ccccc43)nnc2SCC(=O)N2CCCC2)cc1	8%
COC(=O)[C@@]1(Cc2ccc(OC)cc2)[C@H]2c3cc(C(=O)N(C)C)n(CCc4c[nH]c5ccc(O)cc45)c3C[C@H]2CN1C(=O)c1ccccc1	0%
CCOC(=O)N1CCC(Nc2nc3ccccc3n3cnnc23)CC1	12%
COc1cc(CC(=O)O)ccc1O	-1%
CCOC(=O)N1CCC(NC(=O)C2CCCN(c3nc4ccccc4o3)C2)CC1 (centres undefined)	-3%
C=C(C)CC1N(c2cccc(OC)c2)C(=O)C2C(C(=O)O)C3C=CC21O3 (centres undefined)	13%
CCOC(=O)Nc1ccc(C(=O)Oc2ccccc2)c(O)c1	12%
CC(C)(C)c1ccc(C(=O)Nc2cnccn2)cc1	-3%
O=C(O)C1Nc2c(C(=O)N3CCOCC3)cccc2C2C=CCC12 (centres undefined)	7%
COc1ccc(CC(=O)c2cc(OC)c(OC)cc2CC(=O)O)cc1OC	-6%
C1=Nc2c(Nc3ccccc3)ncnc2Oc2ccccc21	-1%
CCN(CC)C(=O)C1CCCc2c1[nH]c1ccc(Cl)cc21 (centres undefined)	15%
Cc1cc(C)n(-c2cc(-n3nc(C)cc3C)ncn2)n1	0%
CCn1c(SCC(=O)Nc2nc(-c3ccccc3)cs2)nnc1-c1ccccc1	2%
CC1(C)CC(=O)c2cnc(NC(=O)Cc3ccc(Cl)cc3)nc2C1	5%
Nc1nc2n(n1)C1(CCCCC1)C1=C(CCCC1)N2	-1%

(cont.)
molecule	AmpC det inh
Cc1ccnc(NC(=O)c2cc(S(=O)(=O)N3CCCCC3)ccc2Cl)c1	-8%
CC(C)(C)Cc1nnc(NS(=O)(=O)Cc2ccccc2)s1	-7%
CC(=O)c1ccc(-n2nncc2C(C)(C)C)cc1	-3%
Cc1onc(-c2c(F)cccc2Cl)c1C(=O)Nc1cccc2nsnc12	-4%
Cn1c(=O)c(C(=O)Nc2ccccn2)c(O)c2ccccc21	2%
COc1cc(C(O)P(=O)(OC(C)C)c2ccc(N(C)C)cc2)cc(OC)c1OC (centres undefined)	-2%

4 entries from above, field by field.
CC(C)(C)Cc1nnc(NS(=O)(=O)Cc2ccccc2)s1
  AmpC det inh = -7%
Cc1onc(-c2c(F)cccc2Cl)c1C(=O)Nc1cccc2nsnc12
  AmpC det inh = -4%
COc1cc(C(O)P(=O)(OC(C)C)c2ccc(N(C)C)cc2)cc(OC)c1OC (centres undefined)
  AmpC det inh = -2%
Cn1c(=O)c(C(=O)Nc2ccccn2)c(O)c2ccccc21
  AmpC det inh = 2%

The list is partial, so the mix of outcomes need not match the whole.
